# Assay outcomes as filed in PubChem.
# MEKK2 mut-MEK5: signal of MEK5 binding to mutant human MEKK2 PB1 domain | 290,000 compounds, 0.35% hits | bead flow cytometry, Alexa488-MEK5 binding to MEKK2 mutant | percent response, % at 10 µM; in the data active = percent response above about 24%, passing the limit was not always enough; also: inactives centre near 1; some results filed as inactive read as strong as hits; reference of the scale not given here
# PHOSPHO1 block: PHOSPHO1 (human) inhibition; 290,000 compounds, 1.1% hits; recombinant PHOSPHO1, absorbance phosphatase assay; inhibition, % at 13.3 µM; Q8TCT1; in the data active = inhibition above about 60%
# Target sequence (Q8TCT1 whole entry, looked up): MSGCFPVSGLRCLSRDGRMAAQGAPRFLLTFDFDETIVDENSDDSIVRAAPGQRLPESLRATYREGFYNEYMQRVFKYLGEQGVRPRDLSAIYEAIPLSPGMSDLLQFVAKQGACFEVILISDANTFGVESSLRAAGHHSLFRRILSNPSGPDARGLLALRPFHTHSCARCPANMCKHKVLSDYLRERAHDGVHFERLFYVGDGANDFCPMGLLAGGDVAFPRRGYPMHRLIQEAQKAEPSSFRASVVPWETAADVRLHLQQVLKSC
# V1R ag counter: V1a receptor agonism, counter-screen for OXTR agonists. P37288. CHO-V1R cells, Fluo-8 calcium fluorescence, agonist mode; 0% DMSO, 100% 3 nM vasopressin. activation, % at 3 µM. 320,000 compounds, 0.25% hits;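 active = activation above the mean activation of all tested compounds plus 3 SD, per screening run, cut at about 20% in these data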;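 also: signal is peak over basal fluorescence ratio across a 100 second FLIPR read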
# GalR3 antag: antagonists of human GalR3; HEK293 GalR3-CNG cAMP membrane potential fluorescence; galR3 body fused to GalR1 C-terminus; inhibition, % at 3 µM; 360,000 compounds, 0.44% hits; AID 651719;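 active = inhibition above the screen-wide average plus 3 SD, cut at about 13% in these data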;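 also: forskolin and galanin both at EC90 stimulate the cells; cAMP rise reported by CNG channel membrane potential dye signal; 0% = forskolin plus galanin with DMSO and 100% = forskolin alone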
# MEKK3 PB1 HTS: raises or lowers MEK5 binding to the human MEKK3 PB1 domain; Q99759; bead-based flow cytometry, Alexa488-MEK5 binding to MEKK3; actives lie on both sides; 0 = blocked by unlabeled MEK5, 100 = vehicle; binding response (% of control), % at 10 µM; 290,000 compounds, 1.4% hits; AID 1529;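 active = binding response more than 3 SD above or below the average of its plate-row segment, actives on both sides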;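 also: Alexa488 bead fluorescence after subtracting the streptavidin-only scavenger bead signal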
# NALP1 yeast inh: blocks the NALP1 inflammasome reconstituted in yeast; S. cerevisiae NALP1/ASC/caspase-1 growth, X-gal OD620, 72 h; inhibition, % at 10 µM; 280,000 compounds, 0.61% hits; in the data active = inhibition mostly above about 24%, no sharp cut-off; inactive = mostly below about 32%; also: some compounds called inactive have numbers as strong as hits
# GPR7 antag: human neuropeptides B/W receptor 1 antagonism; P48145; GPR7-expressing cells, fluorescence antagonist assay; inhibition, % at 4.4 µM; 290,000 compounds, 1.1% hits; AID 1861; in the data active = inhibition above about 16%, passing the limit was not always enough;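 also: cells stimulated with the agonist NPW; 0% = agonist with vehicle and 100% = vehicle without agonist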
# Target sequence (P48145 whole entry, looked up): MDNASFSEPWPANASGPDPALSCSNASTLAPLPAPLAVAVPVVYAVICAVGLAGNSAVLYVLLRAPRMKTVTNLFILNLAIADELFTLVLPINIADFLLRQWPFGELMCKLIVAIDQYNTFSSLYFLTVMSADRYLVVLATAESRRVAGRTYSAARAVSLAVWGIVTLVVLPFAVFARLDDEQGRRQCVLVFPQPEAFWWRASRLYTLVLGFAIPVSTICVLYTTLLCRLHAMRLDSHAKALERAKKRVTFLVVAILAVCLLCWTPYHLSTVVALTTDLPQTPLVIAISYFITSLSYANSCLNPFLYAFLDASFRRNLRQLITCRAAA
# MEKK2wt PB1 HTS: raises or lowers MEK5 binding to wildtype human MEKK2 PB1 domain | binding response (% of control), % at 10 µM | AID 1531 | bead flow cytometry, Alexa488-MEK5 binding to MEKK2 WT; actives lie on both sides | 290,000 compounds, 1.1% hits; in the data active = binding response below about 67% or above about 130%
# OXTR agonist: agonists of human oxytocin receptor; P30559; CHO-OTR cells, Fluo-8 calcium fluorescence; normalized: DMSO 0%, oxytocin 100%; activation, % at 3 µM; 320,000 compounds, 0.32% hits;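 active = activation above the mean of all tested compounds plus 3 SD, cutoff set per screening run, cut at about 20% in these data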;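 also: peak over basal fluorescence ratio from a 100 s FLIPR kinetic read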
# Target sequence (P30559 whole entry, looked up): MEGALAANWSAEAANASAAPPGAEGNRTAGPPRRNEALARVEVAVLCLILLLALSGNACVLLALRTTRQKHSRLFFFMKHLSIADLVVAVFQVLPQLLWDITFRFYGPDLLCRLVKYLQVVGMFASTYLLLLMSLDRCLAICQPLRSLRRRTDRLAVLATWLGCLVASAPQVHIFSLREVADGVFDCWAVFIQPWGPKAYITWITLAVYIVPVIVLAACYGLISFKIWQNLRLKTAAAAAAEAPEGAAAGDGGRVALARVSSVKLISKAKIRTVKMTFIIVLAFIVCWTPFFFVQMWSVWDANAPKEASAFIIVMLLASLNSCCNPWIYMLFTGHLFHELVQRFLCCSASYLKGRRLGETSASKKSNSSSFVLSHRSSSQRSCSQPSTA
# * hit, by the source's call; . = not tested or not shown. Rows are unselected. About 5.4% of those tested had a hit in this group.
SMILES,MEKK2 mut-MEK5,PHOSPHO1 block,V1R ag counter,GalR3 antag,MEKK3 PB1 HTS,NALP1 yeast inh,GPR7 antag,MEKK2wt PB1 HTS,OXTR agonist
CCOC(=O)N1CCN(C(=O)CS(=O)(=O)c2cn(Cc3ccccc3C)c3ccccc23)CC1,-1.0,-8.3,-0.1,.,98.0,12.2,-2.6,91.0,2.0
CSCCCNC(=O)c1ccccc1OC1CCN(S(C)(=O)=O)CC1,-7.0,-15.5,-1.4,4.4,89.0,9.2,1.4,99.0,-1.3
O=C1CCC(C(=O)Nc2ccc(OC(F)F)cc2)N1 (configuration not stated),2.0,-7.5,-0.5,-4.8,103.0,6.0,-13.9,100.0,0.8
N#C/C(=C\c1cccnc1)C(=O)Nc1ccc(O)cc1F,-1.0,10.6,0.7,-10.6,101.0,8.8,7.6,102.0,-0.1
O=C(O)CC1=C(Nc2ccccc2)C(=O)N(c2ccccc2)C1c1ccc(F)cc1 (configuration not stated),-2.0,7.3,0.3,-4.3,99.0,6.7,-13.0,99.0,-0.5
CCC1Oc2ccc(C)cc2N(Cc2cccc(C)c2)C1=O (configuration not stated),5.0,18.2,-1.4,-6.2,102.0,1.8,-0.5,101.0,-1.7
C=CCc1cc(C=O)cc(OCC)c1O,-9.0,8.9,2.7,-1.8,100.0,7.1,-3.1,92.0,-0.2
Cc1nc2ccc(Br)cn2c1C(=O)N/N=C\c1ccccc1[N+](=O)[O-],-5.0,41.1,0.4,-3.9,99.0,6.2,-1.4,95.0,0.1
O=C(NCCc1c[nH]c2ccccc12)C(=O)Nc1ccccc1,1.0,24.4,8.3,.,72.0,0.8,19.9,83.0,8.9
CCOC(=O)c1sc2nc(CC(=O)OC)nc(NCc3ccc(Cl)cc3)c2c1C,4.0,-2.6,-0.4,.,99.0,-13.3,-1.7,107.0,2.4
CCOc1ccc(NC(=O)CC2C(=O)N(c3cccc(OC)c3)C(=O)N2C(C)C)cc1 (configuration not stated),11.0,11.8,0.1,.,105.0,3.2,-6.3,101.0,-0.9
O=C(CCc1nnc(COc2ccccc2)o1)NCc1ccccc1,-9.0,24.8,-0.2,-4.7,96.0,10.0,3.2,94.0,-0.4
O=C(CN1C(=O)c2ccccc2C1=O)Nc1cccc([N+](=O)[O-])c1,0.0,15.8,1.3,-3.7,83.0,22.5,3.5,100.0,2.2
CCOC(=O)c1c(NC(=O)c2ccc(Br)o2)sc2c1CCCC2,5.0,-13.4,-0.3,-8.2,106.0,-2.0,-2.0,103.0,-0.1
NC(=O)NC(CC(=O)Nc1cccnc1)c1cccc(Br)c1 (configuration not stated),2.0,50.8,0.2,-6.5,97.0,5.8,2.1,99.0,1.1
CCC1CCCCN1C(=O)c1nn2cccnc2c1Cl (configuration not stated),14.0,17.5,1.3,1.6,108.0,11.5,-4.8,104.0,0.5
O=C(Nc1ccc(Oc2cccc(C(F)(F)F)c2)nc1)c1ccccc1,-1.0,36.8,12.8,-8.6,98.0,14.9,5.3,99.0,6.3
O=C(Nc1ccc(Cl)cc1)N1CCN(Cc2ccc3c(c2)OCO3)CC1,-20.0,39.0,3.4,-3.8,88.0,.,3.6,85.0,2.6
Cc1nn(-c2ccc(C(=O)O)cc2)c(N)c1-c1ccccc1,.,15.5,0.9,-0.2,.,-6.8,6.4,.,-0.2
O=C1CC(N2CCN(c3nc4ccccc4s3)CC2)C(=O)N1Cc1cccs1 (configuration not stated),10.0,-72.5,11.1,1.9,109.0,4.4,20.0*,111.0,10.6
CCCNC(=O)CSc1nc2[nH]ncc2c(=O)[nH]1,-7.0,53.2,0.4,-5.2,103.0,-3.6,-10.0,97.0,0.8
COc1ccc(N2CC(C(=O)N[C@@H](C)C(=O)NC(C)c3ccccc3)CC2=O)cc1 (some centres not stated),10.0,27.3,-0.8,6.4,100.0,6.0,-15.8,104.0,0.1
Cc1cc(NC(=O)c2ccccc2O)nc(C)n1,2.0,22.6,2.1,-4.5,104.0,17.9,-8.8,105.0,0.3
COc1ccc(CC2(CO)CCN(Cc3c(C)nn(C(C)C)c3C)CC2)cc1,-1.0,1.2,0.5,-5.6,105.0,6.7,-6.6,104.0,1.1
CCCC/C=C/[C@H](c1ccccc1)[C@H](CO)Cc1cccnc1,-3.0,.,-1.1,-3.6,88.0,.,.,94.0,-1.8

# Fetched one by one from the entries so far, 3 records:
SMILES,MEKK2 mut-MEK5,PHOSPHO1 block,V1R ag counter,GalR3 antag,MEKK3 PB1 HTS,NALP1 yeast inh,GPR7 antag,MEKK2wt PB1 HTS,OXTR agonist
Cc1nn(-c2ccc(C(=O)O)cc2)c(N)c1-c1ccccc1,.,15.5,0.9,-0.2,.,-6.8,6.4,.,-0.2
CCOC(=O)c1c(NC(=O)c2ccc(Br)o2)sc2c1CCCC2,5.0,-13.4,-0.3,-8.2,106.0,-2.0,-2.0,103.0,-0.1
CCC1Oc2ccc(C)cc2N(Cc2cccc(C)c2)C1=O (configuration not stated),5.0,18.2,-1.4,-6.2,102.0,1.8,-0.5,101.0,-1.7

# Back to the main list with the 2 entries that preceded the break.
SMILES,MEKK2 mut-MEK5,PHOSPHO1 block,V1R ag counter,GalR3 antag,MEKK3 PB1 HTS,NALP1 yeast inh,GPR7 antag,MEKK2wt PB1 HTS,OXTR agonist
COc1ccc(CC2(CO)CCN(Cc3c(C)nn(C(C)C)c3C)CC2)cc1,-1.0,1.2,0.5,-5.6,105.0,6.7,-6.6,104.0,1.1
CCCC/C=C/[C@H](c1ccccc1)[C@H](CO)Cc1cccnc1,-3.0,.,-1.1,-3.6,88.0,.,.,94.0,-1.8
COc1ccccc1N1CCN(Cc2cc(=O)c(OCC#N)co2)CC1,3.0,40.8,0.2,-6.4,104.0,2.1,-10.5,103.0,0.4
O=C(CSCc1ccccc1Br)NC1CC1,1.0,15.8,-0.1,1.2,115.0,8.1,-6.7,100.0,-0.2
CC(Oc1ccccc1)C(=O)NC1CC(C)(C)NC(C)(C)C1 (configuration not stated),-2.0,-10.9,1.6,-3.4,94.0,0.5,-5.8,99.0,0.4
C=CCn1c(SCn2nnc3ccccc3c2=O)nnc1-c1ccc(Cl)cc1,-2.0,94.8*,-0.9,-2.2,100.0,-1.2,0.6,100.0,-2.5
COc1ccccc1CN(C)C(=O)CNC(=O)c1cccc(Cl)c1,2.0,28.6,.,-9.8,100.0,7.3,-4.0,97.0,.
COC(=O)c1ccc(C23CC4(C2)[C@H](CN(CC2CCCCC2)[C@@H]4c2ccccc2)C3c2ccc(Cl)nc2)cc1 (some centres not stated),7.0,26.5,-0.8,-2.9,108.0,.,.,88.0,-1.1
O=c1ccc(Cc2ccccn2)n[nH]1,6.0,17.1,0.9,-4.1,104.0,32.7,-3.0,113.0,0.1
COc1ccc(C(=O)/C=C/Nc2ccc(NC(C)=O)cc2)cc1OC,5.0,52.4,0.4,0.8,95.0,4.8,-5.7,103.0,0.0
CCc1ccc2nc(NC(=O)c3ccc4c(=O)[nH]c(CN5CCOCC5)nc4c3)sc2c1,-2.0,31.0,-0.2,.,100.0,10.7,-11.1,98.0,-0.5
CCC(C)(C)n1nnnc1C(c1cccnc1)N1CCC(Cc2ccccc2)CC1 (configuration not stated),9.0,-1.1,-0.4,0.4,97.0,11.3,-3.3,115.0,-0.1
Cc1ccc(-n2ncc(C(=O)NCc3ccc4c(c3)OCO4)c2NC(=O)c2ccco2)cc1C,2.0,-51.5,-0.6,-2.7,101.0,8.8,1.3,101.0,-0.8
CNC(=O)COC(=O)c1ccc(NS(=O)(=O)c2ccc3c(c2)OCCO3)cc1,-7.0,0.3,-0.5,-3.6,99.0,3.3,-6.4,92.0,0.5
O=c1cc(C(F)(F)F)[nH]c2ccccc12,1.0,-3.6,0.9,-1.4,97.0,7.6,-10.8,101.0,-0.1
CCCCC(=O)NC(=S)Nc1cc(C(=O)O)ccc1Cl,4.0,-1.4,-0.3,2.8,104.0,17.2,10.9,101.0,-0.1
O=C(CSc1nnc(NC(=O)C2CCC2)s1)Nc1ccccc1,-2.0,49.2,3.6,-11.0,102.0,17.0,-9.3,100.0,-0.7
Cc1cc(C)c2c(N)c3cccc(C)c3nc2n1,24.0,4.7,0.2,1.2,98.0,-11.8,-9.9,96.0,-2.1
CCc1ccc(N(CC(=O)NC(C)C)C(=O)CCC(=O)Nc2nccs2)cc1,-2.0,37.1,0.9,-11.0,100.0,13.0,3.4,101.0,-0.4
Cc1ccc(Cc2cnc(N)s2)o1,-2.0,27.1,0.2,2.7,97.0,10.1,-3.0,97.0,-0.5
COC(=O)C1=C(C(=O)OC)[C@@H]2N(C)c3ccc(OC)cc3[C@@]23C[C@@H](C(=O)OC)N(C(=O)CC(C)C)C3=N1,5.0,.,-1.2,-0.6,108.0,.,.,106.0,-2.6
C=CCNC(=O)c1cc(Cl)ccc1Cl,1.0,48.5,0.6,-3.5,99.0,18.8,-5.2,98.0,-0.2
O=C(Cn1c(=O)[nH]c2ccccc2c1=O)Nc1ccc2c(c1)OCO2,-2.0,23.5,-0.9,-1.4,96.0,21.5,-1.9,93.0,1.0
CCOc1cc(N2CCOCC2)c(OCC)cc1NC(=O)CSc1ncccn1,-1.0,-14.2,0.5,-6.3,98.0,3.4,6.9,98.0,-0.5
O=C(NC1CCCCC1)c1ccc([N+](=O)[O-])o1,-5.0,-3.9,-0.3,.,101.0,21.0,7.5,98.0,-0.4
COc1cc(/C=C2\SC(=O)N(CC(=O)Nc3cccc(C)c3)C2=O)cc([N+](=O)[O-])c1O,4.0,62.2*,.,0.0,108.0,40.8,-7.4,101.0,.
CC1(C)NC(=O)N(CC(O)CN(Cc2ccccc2)Cc2ccccc2)C1=O (configuration not stated),5.0,9.7,-0.2,-3.2,105.0,.,-4.7,101.0,1.1

# Going on with the list:
SMILES,MEKK2 mut-MEK5,PHOSPHO1 block,V1R ag counter,GalR3 antag,MEKK3 PB1 HTS,NALP1 yeast inh,GPR7 antag,MEKK2wt PB1 HTS,OXTR agonist
CCc1ccc(-n2c(=O)c3ccccc3n(CC(=O)NCc3ccco3)c2=O)cc1,-2.0,-15.8,-1.2,-6.6,108.0,10.9,-5.3,103.0,-0.4
CN1C(=O)[C@H]2[C@@H](C3CC3)N3C(=O)CN(Cc4ccc(-c5ccccc5)cc4)C(=O)[C@@]3(C)[C@H]2C1=O,6.0,-13.0,-0.9,0.4,101.0,-15.3,-10.6,110.0,-0.4
COc1ccc2c(c1)c(C(=O)CN1CCc3ccccc3C1)c(C)n2C,6.0,30.5,0.1,-4.7,102.0,-4.3,-13.2,105.0,0.1
Cc1cccc(N2C(=O)CC(Sc3nnc(C)s3)C2=O)c1 (configuration not stated),9.0,-3.3,0.8,-3.8,96.0,35.3*,-9.7,96.0,0.2
C1=CCN(Cc2ccccc2)C1,6.0,25.4,0.7,2.2,101.0,4.6,-6.1,106.0,-0.4
O=C(Nc1cccc2nsnc12)c1ccc2c(c1)OCO2,-4.0,0.0,-0.5,-3.6,95.0,-7.1,4.0,93.0,-1.4
CC(C)c1nc(SCC(=O)c2c[nH]c3ccccc23)n[nH]1,-21.0,25.9,0.0,-4.1,88.0,7.7,32.6*,87.0,-0.6
COc1cccc(-c2nc(CS(=O)(=O)CC(=O)NCCN3CCOCC3)c(C)o2)c1,2.0,7.0,0.6,-2.2,102.0,8.8,-6.1,102.0,1.4
C/C(=N\Nc1cc(N2CCOCC2)ncn1)c1cccc([N+](=O)[O-])c1,5.0,-3.4,0.5,-0.1,104.0,2.2,-2.4,107.0,-1.1
COc1cccc(-c2noc(-c3ccoc3C)n2)c1,8.0,-18.8,0.1,-3.0,103.0,-4.5,-5.3,102.0,-0.8
